Source: PubChem BioAssay
Wnt act – activators of Wnt/beta-catenin signaling; activation, % at 9.35 µM; Wnt/beta-catenin reporter cell assay, activator, plate reader; 300,000 tested, 1.2% active; in the data active = activation above about 30%, passing the limit was not always enough; inconclusive = no clear call, values can overlap the other calls;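 note: 0% = neutral control wells and 100% = positive control wells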
CDK5 p35 inh – inhibitors of human CDK5/p35 kinase; inhibition, % at 10 µM; AID 488839; Recombinant CDK5/p35, ADP-Glo luminescence, 60 min; 330,000 tested, 0.01% active;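 active = highest replicate inhibition of at least 50% and at least 75% of replicates reaching 50%; inconclusive = only one of the two criteria met; inactive = both criteria failed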;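 note: plate controls were DMSO neutral control for no effect and GW8510 at 10 µM for full effect; many of its hits are not listed in these tables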
Target sequence (Q00535 whole entry, looked up): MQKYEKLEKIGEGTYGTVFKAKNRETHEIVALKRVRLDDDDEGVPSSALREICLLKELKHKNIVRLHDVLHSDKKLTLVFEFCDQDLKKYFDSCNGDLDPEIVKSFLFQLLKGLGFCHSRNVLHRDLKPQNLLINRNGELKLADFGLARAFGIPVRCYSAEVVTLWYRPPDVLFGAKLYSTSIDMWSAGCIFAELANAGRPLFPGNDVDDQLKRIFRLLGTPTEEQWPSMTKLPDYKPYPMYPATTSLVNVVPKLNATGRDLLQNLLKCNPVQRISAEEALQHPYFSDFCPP
Target sequence (Q15078 whole entry, looked up): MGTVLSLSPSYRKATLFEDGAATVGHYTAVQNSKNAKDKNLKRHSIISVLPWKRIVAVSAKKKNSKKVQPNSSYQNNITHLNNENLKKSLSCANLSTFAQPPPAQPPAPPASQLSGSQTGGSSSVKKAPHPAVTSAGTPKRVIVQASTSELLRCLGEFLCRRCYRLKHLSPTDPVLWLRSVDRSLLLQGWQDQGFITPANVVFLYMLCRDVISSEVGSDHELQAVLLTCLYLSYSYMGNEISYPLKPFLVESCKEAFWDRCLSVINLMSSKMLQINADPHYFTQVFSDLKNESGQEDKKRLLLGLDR
CAL PDZ FP-1 – blocks peptide binding to the human CAL PDZ domain. Q9HD26. purified CAL PDZ, TMR-peptide fluorescence polarization, 1 h. inhibition, % at 24.9 µM. 300,000 tested, 0.92% active. AID 602252;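 active = mean inhibition of at least 30% with at least half of replicates also reaching 30%; inconclusive = no clear call, values can overlap the other calls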;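 note: 0% = DMSO neutral control and 100% = excess unlabeled competitor peptide PRC23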
CAL PDZ FP-2 – blocks peptide binding to human CAL PDZ domain; Q9HD26; purified CAL PDZ, TMR-peptide fluorescence polarization, 1 h; inhibition, % at 20 µM; 330,000 tested, 0.02% active; AID 504414;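 active = highest replicate inhibition of at least 40%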;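 note: plate controls were DMSO neutral control wells for no effect and unlabeled competitor peptide control wells for full effect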
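Material: tagged CAL PDZ protein CerCALP, purified; buffer or medium: sodium phosphate/NaCl buffer pH 7.4 with TCEP, IgG, Thesit; also added: fluorescent TMR peptide probe; schedule: 1 h incubation at room temperature before polarization reading; technique: fluorescence polarization from S- and P-plane intensities, G-factor corrected; control set: unlabelled peptide and DMSO controls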
Tat export inh – blocks Tat-dependent protein export in E. coli; 340,000 tested, 0.036% active; inhibition, % at 10 µM; E. coli MC4100 TorA-mCherry Tat export, fluorescence;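 active = mean replicate inhibition at least 50% and at least half of replicates individually reaching 50%; inconclusive = only one of the two criteria met; inactive = neither criterion met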;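 note: exported cargo escapes ClpAP degradation while cytoplasmic cargo is degraded and loses fluorescence; 0% = median of neutral control wells and 100% = median of NaSCN control wells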
dFosB act – activators of mouse delta FosB homodimer | activation, % at 25 µM | purified delta FosB, TAMRA-CDK5 oligo fluorescence polarization; percent of positive-control signal above neutral wells | 340,000 tested, 0.99% active | AID 493131;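 active = mean activation above about 17%, with every replicate also reaching it, limit read from the data, passing the limit was not always enough; inconclusive = only one of the two conditions met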;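 note: fluorescence polarization rise as delta FosB binds a TAMRA Cdk5 AP-1 oligo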
MITF act – activators of MITF-driven TRPM1 promoter activity in SK-MEL-5 cells; 300,000 tested, 0.75% active; AID 588334; activation, % at 12.5 µM; SK-MEL-5 TRPM1-promoter luciferase, 24 h; % of positive control, neutral wells = 0;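 active = mean activation of at least 80% with every replicate also reaching 80%; inconclusive = mean reaches 80% but some replicate falls short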;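 note: 0% = neutral control wells and 100% = parthenolide positive control wells; values of inactives mirror those of a sister screen read the other way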
Rtt109 HAT inh – inhibitors of Candida albicans Rtt109/Vps75 histone acetyltransferase; Q5AAJ8; purified Rtt109/Vps75, ThioGlo CoA-SH fluorescence, 4 h; 330,000 tested, 0.16% active; inhibition, % at 34.9 µM;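 active = inhibition of at least 50% in every replicate; inconclusive = best replicate reaches 50% inhibition but some replicates fall short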
Target sequence (Q5AAJ8 whole entry, looked up): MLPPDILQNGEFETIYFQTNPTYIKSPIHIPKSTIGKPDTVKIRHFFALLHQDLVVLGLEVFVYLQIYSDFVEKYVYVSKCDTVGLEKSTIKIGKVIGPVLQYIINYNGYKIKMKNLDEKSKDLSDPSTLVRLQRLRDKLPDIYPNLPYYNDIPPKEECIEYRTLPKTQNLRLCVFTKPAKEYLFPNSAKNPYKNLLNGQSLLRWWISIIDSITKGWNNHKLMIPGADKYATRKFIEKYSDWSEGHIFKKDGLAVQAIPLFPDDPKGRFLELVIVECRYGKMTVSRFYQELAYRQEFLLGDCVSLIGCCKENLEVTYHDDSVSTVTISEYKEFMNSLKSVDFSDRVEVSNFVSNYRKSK
cardiac RTF act – cardiac RTF calcium sensitization | P19429+P45379 | IANBD-labeled TnC RTF fluorescence at EC20 calcium; 0% EC20 calcium, 100% full calcium | activation, % at 7.2 µM | 340,000 tested, 0.24% active | AID 493008;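 active = activation above the mean over all tested compounds plus 3 SD, cut at about 30% in these data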;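 note: rise in fluorescence read as greater calcium sensitivity of cardiac thin filaments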
V-ATPase pHluor – regulators of yeast V-ATPase proton transport; S. cerevisiae, pHLuorin cytosolic pH fluorescence; response, % at 10 µM; 350,000 tested, 0.37% active; in the data active = response mostly above about 7.3%, no sharp cut-off; inactive = mostly below about 5.4%; note: actives read high; inactives centre near 0; some compounds called inactive have numbers as strong as hits
An asterisk follows results filed as active; ? = inconclusive; nt = no result given. Compounds were not picked by outcome; overall some 4.1% were active at least once.

SMILES	Wnt act	CDK5 p35 inh	CAL PDZ FP-1	CAL PDZ FP-2	Tat export inh	dFosB act	MITF act	Rtt109 HAT inh	cardiac RTF act	V-ATPase pHluor
O=C(COC(=O)CSc1ccc(F)cc1)NC1CCCCCC1	3	0.1	0	-0.6	-1	-1	4	-23	0	-2
COc1ccc(NC(=O)CN2CCC(Cc3ccccc3)CC2)cc1S(=O)(=O)N1CCOCC1	nt	0.3	-5	-0.3	14	-2	-12	11	-7	-2
C/C=C(\C)CN1CCCC(N(C)CCc2ccc(OC)c(OC)c2)C1 (stereo not given)	-1	0.0	-3	-1.4	-1	-12	12	3	4	-2
COc1ccccc1NC(=O)Nc1cc(NC(=O)Nc2ccccc2OC)c(C)nc1C	-4	-0.7	-1	-0.1	-5	5	-16	-2	1	-2
CCCOc1ccc(C(=O)CCCC(=O)c2ccc(OCCC)cc2)cc1	0	1.6	-24	-3.9	-8	-1	2	-3	3	0
CC(C)(C)c1cc(-c2n[nH]c(=S)n2-c2ccc(Cl)cc2)n[nH]1	1	2.4	0	0.4	0	-7	nt	5	-1	3
Cn1ncc2c(N3CCCCC3)nc(NCCCO)nc21	0	0.0	-3	-2.2	-2	8	0	-7	-2	0
Cn1nc(C(=O)Nc2sc3c(c2C#N)CCCC3)ccc1=O	-1	-2.6	-1	-2.5	3	-1	7	-5	0	0
CCN(CC(=O)NCc1cccs1)CC(=O)Nc1cccc(S(N)(=O)=O)c1	2	-1.0	-4	-1.0	-2	0	8	25	1	0
O=C(CN1CCN(C(=O)c2cccs2)CC1)NC1CCCCC1	nt	0.4	-1	-0.8	11	0	5	2	-1	-1
COC(=O)C1CCCCN1C(=O)c1cc(COc2cccc3cccnc23)on1 (stereo not given)	-5	2.3	-2	0.6	-1	-8	0	4	0	0
CCOC(=O)c1c(NC(=O)/C=C/c2ccc(C)o2)sc(C)c1C	-2	-0.6	-1	-1.2	3	-4	-7	10	-2	-3
COc1cc(NC(=O)Cc2ccccc2)ccc1NC(=O)Cc1ccccc1	-2	0.2	2	-0.2	-1	-2	nt	16	-9	3
CCN(CC)S(=O)(=O)c1cc(OC)c(Cl)cc1Cl	-2	-0.9	-1	0.1	4	0	-3	-2	-3	0
COCCN=c1scc(-c2cccs2)n1/N=C(\C)c1ccco1	2	0.0	4	-3.4	-3	-5	29	10	0	2
COc1ccc(-c2[nH]ncc2CN(C)CCc2c(C)n[nH]c2C)c(F)c1	-1	-1.4	-6	0.4	3	-2	-1	19	6	0
CCN(CC(=O)Nc1ccccc1C(F)(F)F)C(=O)CN1C(=O)NC2(CCCC2)C1=O	2	-0.1	4	-2.2	5	-3	2	22	-8	0
CN(CC(=O)Nc1c(Cl)cccc1Cl)C(=O)CNC(=O)c1ccco1	-3	-1.0	-3	-0.9	-2	1	5	5	-1	0
CCOC(=O)N1CCN(C(=O)c2cc3cc(Br)ccc3oc2=O)CC1	-2	0.2	nt	0.0	5	-5	nt	3	7	-2
O=C(Cn1c(=O)c2cccn2c2ccccc21)NCCc1ccc(Cl)cc1	0	1.6	-3	-1.7	-3	7	-3	-7	-3	-4

Arranged by count of non-hydrogen atoms (smallest number first): part of the list above.
SMILES	Wnt act	CDK5 p35 inh	CAL PDZ FP-1	CAL PDZ FP-2	Tat export inh	dFosB act	MITF act	Rtt109 HAT inh	cardiac RTF act	V-ATPase pHluor
Cn1ncc2c(N3CCCCC3)nc(NCCCO)nc21	0	0.0	-3	-2.2	-2	8	0	-7	-2	0
Cn1nc(C(=O)Nc2sc3c(c2C#N)CCCC3)ccc1=O	-1	-2.6	-1	-2.5	3	-1	7	-5	0	0
COCCN=c1scc(-c2cccs2)n1/N=C(\C)c1ccco1	2	0.0	4	-3.4	-3	-5	29	10	0	2
CCOC(=O)N1CCN(C(=O)c2cc3cc(Br)ccc3oc2=O)CC1	-2	0.2	nt	0.0	5	-5	nt	3	7	-2
O=C(Cn1c(=O)c2cccn2c2ccccc21)NCCc1ccc(Cl)cc1	0	1.6	-3	-1.7	-3	7	-3	-7	-3	-4
COc1ccc(NC(=O)CN2CCC(Cc3ccccc3)CC2)cc1S(=O)(=O)N1CCOCC1	nt	0.3	-5	-0.3	14	-2	-12	11	-7	-2

The list goes on:
SMILES	Wnt act	CDK5 p35 inh	CAL PDZ FP-1	CAL PDZ FP-2	Tat export inh	dFosB act	MITF act	Rtt109 HAT inh	cardiac RTF act	V-ATPase pHluor
CCOC(=O)c1cn[nH]c1N	-7	0.2	-3	-1.0	-2	2	-1	-3	-1	0
CCOc1ccc(CCNC(=O)COC(=O)c2sccc2C)cc1OCC	-2	2.0	12	-1.3	1	-1	-3	nt	3	-5
COc1cc(NC(=O)CSc2nc3ccccc3n2-c2ccccc2)c(C)cc1[N+](=O)[O-]	-1	0.7	-2	-0.4	-1	-8	-19	-1	20	-2
COc1ccccc1C(=O)Nc1ccncc1	1	0.6	-3	-0.2	0	-8	3	-4	-2	2
CC(=O)C1=C(O)C(=O)N(Cc2ccccc2)C1c1ccc(Cl)cc1 (stereo not given)	1	0.2	5	0.3	-10	-4	-1	nt	-6	-3
CC1(C)NC(=S)NC1=S	-3	1.9	nt	-0.1	-9	13	1	-10	-4	0
C/C(N)=C(/C#N)C(=O)CSc1nnc(Nc2ccccc2)s1	39*	4.2	-8	-1.4	2	5	54	1	4	-1
Cn1nnnc1SCC(=O)c1c(N)n(C2CC2)c(=O)[nH]c1=O	-3	-1.5	-8	0.1	16	-4	0	-3	4	0
CC1CCC2C(=O)N(c3ccc(NC4CCN(Cc5ccccc5)CC4)c([N+](=O)[O-])c3)C(=O)C2C1 (stereo not given)	-5	0.2	-1	-1.0	5	-10	-1	1	-3	5
O=S(=O)(c1ccc(C2CCCCC2)cc1)N1CCN(c2ncccn2)CC1	-1	1.4	0	0.1	-12	1	10	1	-1	0
COC(=O)c1nc(NC(=O)c2ccc(Br)cc2)n[nH]1	nt	0.3	-1	nt	-8	-9	3	1	0	-3
Cc1ccccc1S(=O)(=O)Cc1ccc(C(=O)NC2CCCC2)o1	-4	0.6	-1	-8.8	-4	-10	-13	-10	6	-1
C[C@@H]1C[C@@H]2OC(=O)[C@]3(C)[C@H]2[C@@H](OC3(C)O)[C@]2(C)C(=O)C=C[C@H]12 (stereo not given in full)	11	1.4	-4	-0.6	-1	0	4	-3	1	-5
CCOC(=O)c1c(C)[nH]c(C)c1S(=O)(=O)N(C)Cc1ccco1	-1	0.7	nt	0.7	-1	2	-2	-12	-3	0
Cc1c(C(=O)O)cccc1-c1ccc(C=O)o1	nt	-0.7	1	-0.7	0	6	25	-3	1	-1
COc1ccc(NS(=O)(=O)c2cccc(C(=O)NNC(=O)c3ccc(Br)o3)c2)cc1	-4	-0.2	-4	-2.1	-5	-7	-26	5	5	4
N#Cc1c(F)cccc1N1CCOCC1	-2	0.4	-3	0.0	10	-3	-10	3	4	0
COC(=O)CCCNC(=O)c1ccc(OS(=O)(=O)c2cc([N+](=O)[O-])ccc2C)cc1	-1	-3.2	-2	-2.6	0	-10	5	0	3	-3
NS(=O)(=O)c1ccc(CCNC(=O)CN2CCCCCC2)cc1	1	-0.8	-4	0.1	-7	0	9	nt	-1	-1
CCc1ccc(N2CC(C(=O)NC3CCCCC3C)CC2=O)cc1 (stereo not given)	-2	-0.5	-3	0.0	-2	-7	-8	6	-8	-1
CCOc1cccc(OCCCCN2CCOCC2)c1	-2	-0.2	-1	-0.1	1	6	9	6	6	0
S=C(NCc1ccccc1)Nc1ccc2ccccc2c1	21	-0.7	-5	-3.3	12	-8	60	-8	2	-3
CCOc1cc(/C=C2/NC(=O)N(CC(=O)OC)C2=O)ccc1OC	1	2.0	15	-0.4	-4	-6	-14	9	-3	0
Cc1cc(NS(=O)(=O)c2ccc(NC(=S)NC(=O)/C=C/c3ccccc3)cc2)no1	-1	-2.3	-3	-3.9	3	-17	-5	-3	0	5
C[C@H](CO)N1C[C@H](C)[C@@H](CN(C)C(=O)NC2CCCCC2)Oc2c(NC(=O)Nc3ccc(C(F)(F)F)cc3)cccc2C1=O	-6	0.2	-16	-1.2	-2	7	-12	-2	-6	-1
CCOC(=O)C(=CNCC(=O)OC)C(=O)OCC	-3	1.1	-1	0.9	0	-3	-8	3	2	-1
C[C@H](CO)N1C[C@H](C)[C@@H](CN(C)C(=O)Nc2ccc(C(F)(F)F)cc2)Oc2c(cccc2N(C)C)C1=O	3	0.9	1	1.5	5	3	-1	26	2	4
CCOC(=O)C1=C(CNC2CCCCC2)NC(=O)NC1c1cc(C)ccc1C (stereo not given)	nt	-0.4	1	-0.5	-2	1	12	-4	-1	-1
CCn1c(/C=C/N(C(C)=O)c2ccccc2)[n+](CC)c2ccc(Cl)cc21	0	-0.9	-2	-3.1	7	-4	-17	0	1	3
CCN=C1Sc2nc3ccc(OCC)cc3cc2CN1CCOC	-4	2.4	-1	-0.7	-4	-7	-7	19	-7	9
CCN(CC)S(=O)(=O)c1cc(C(=O)N(C)CC(=O)Nc2ccc(Cl)cc2)ccc1Cl	-2	-1.4	-11	-1.3	-3	-7	-3	10	4	-1
Cc1ccc(S(=O)(=O)Nc2cccc(/C=C/C(=O)O)c2)cc1	nt	0.1	-6	-1.4	-5	-5	-7	1	-5	3
Cc1c(C(=O)N(Cc2cccs2)C2CCS(=O)(=O)C2)oc2ccccc12 (stereo not given)	1	-0.6	-3	0.2	-5	-7	nt	2	-4	0
Nc1nc(-c2cccc(F)c2)cs1	?	0.5	0	-0.4	-4	-3	47	-6	3	-2
O=C(O)CCCNC(=O)c1cncc(Br)c1	nt	-0.5	nt	-0.4	-2	2	-1	-2	-1	3
Cc1ccsc1-c1n[nH]c(=S)n1C1CCCCC1	nt	2.5	-1	-2.1	-5	0	18	-2	-1	-3
Cc1ccc(N(C(C)C(=O)O)S(=O)(=O)c2cccnc2)cc1 (stereo not given)	1	0.3	nt	0.5	-6	2	nt	7	2	-1
O=C(CN1C(=O)C2CC=CCC2C1=O)OCC(=O)c1ccc(Cl)c([N+](=O)[O-])c1 (stereo not given)	1	-1.1	-2	-1.6	-10	-11	-13	-9	0	-2
